OXTR potentiator: potentiates the human oxytocin receptor response; P30559; CHO-OTR cells, Fluo-8 calcium fluorescence, potentiator mode; 0% = oxytocin EC15, 100% = EC100; activation, % at 3 µM; 320,000 compounds, 0.061% hits; AID 2445;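 active = activation above that plate's cutoff, the mean activation of tested compounds plus 3 SD, cut at about 6.6% in these data, passing the limit was not always enough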;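 also: 100% uses oxytocin at 75 nM as the full agonist control; some results filed as inactive read as strong as hits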
Target sequence (P30559 whole entry, looked up): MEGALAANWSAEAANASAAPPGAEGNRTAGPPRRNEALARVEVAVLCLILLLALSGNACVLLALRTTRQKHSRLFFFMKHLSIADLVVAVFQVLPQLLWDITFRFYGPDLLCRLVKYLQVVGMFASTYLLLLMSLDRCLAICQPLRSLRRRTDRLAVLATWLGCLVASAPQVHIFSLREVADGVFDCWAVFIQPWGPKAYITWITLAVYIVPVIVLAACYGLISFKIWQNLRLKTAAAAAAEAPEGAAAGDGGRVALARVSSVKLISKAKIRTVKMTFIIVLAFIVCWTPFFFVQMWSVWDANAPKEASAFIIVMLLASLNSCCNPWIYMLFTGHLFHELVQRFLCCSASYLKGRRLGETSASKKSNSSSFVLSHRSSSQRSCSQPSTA
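System: human OTR in CHO cells; Also added: sub-maximal oxytocin, roughly EC15; Timing: compound 6 min at room temperature before oxytocin, 100 s read; Technique: Fluo-8 intracellular calcium fluorescence, ex 470-495, em 515-575 nm; Controls: oxytocin EC15 low and EC100 high; Replication: singlicate.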
CHO-K1 Ca PAM: counter-screen for M1 PAMs: effect in parental CHO-K1 cells. ATP EC20, Fluo-8 calcium fluorescence; 0% at ATP EC20, 100% at ATP max. activation, % at 3 µM. 360,000 compounds, 0.02% hits;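 active = activation above the run cutoff, the mean activation of all test compounds plus 3 SD, cut at about 40% in these data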;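 also: peak over basal fluorescence ratio in a 140 s read after ATP addition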
TAAR1 antagonist: antagonists of human TAAR1; 360,000 compounds, 1.5% hits; CHO RD-HGA16 TAAR1, Fluo-8 calcium fluorescence, antagonist; inhibition, % at 3 µM; Q96RJ0;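 active = inhibition above a per-plate cutoff, the mean inhibition of test compounds on that plate plus 3 SD, cut at about 49% in these data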;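 also: 0% = DMSO plus EC80 beta-PEA response and 100% = DMSO alone without agonist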
Target sequence (Q96RJ0 whole entry, looked up): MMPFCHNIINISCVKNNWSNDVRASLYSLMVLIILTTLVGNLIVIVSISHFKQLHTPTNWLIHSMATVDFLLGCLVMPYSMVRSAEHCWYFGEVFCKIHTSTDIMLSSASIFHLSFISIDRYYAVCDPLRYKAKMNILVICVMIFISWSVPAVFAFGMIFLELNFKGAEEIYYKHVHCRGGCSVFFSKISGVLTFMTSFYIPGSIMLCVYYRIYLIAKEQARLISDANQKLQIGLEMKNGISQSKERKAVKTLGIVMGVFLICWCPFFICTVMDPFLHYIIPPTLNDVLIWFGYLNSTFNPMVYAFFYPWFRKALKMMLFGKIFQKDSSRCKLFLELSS
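Material: CHO RD-HGA16 cells bearing hTAAR1; compound dosing: one-point dosing, 3 µM nominal final; schedule: dye loading 75 min at 37 °C, then 30 min room temperature; measured by: calcium fluorescence with Fluo-8; control set: vehicle and agonist controls; replication: n of 1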
M1 ag parental: M1 agonist counterscreen hit in parental CHO-K1 cells; Fluo-8 calcium fluorescence; scaled to maximal ATP response, vehicle zero; activation, % at 3 µM; 360,000 compounds, 0.48% hits; AID 602248; in the data active = activation above about 15%;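 also: untransfected CHO-K1 host cells lacking M1 receptor as counterscreen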
CHO-K1 Ca antag: M1 antagonist counterscreen hit in parental CHO-K1 cells | ATP-induced calcium, Fluo-8 fluorescence | inhibition, % at 3 µM | 360,000 compounds, 0.6% hits;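 active = inhibition above a per-plate cutoff, the plate's mean sample inhibition plus 3 SD, cut at about 24% in these data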;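 also: 0% = DMSO plus EC80 ATP and 100% = DMSO alone without ATP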
CHO parental Ca: counter-screen: ATP calcium response change in parental CHO cells. parental CHO-K1, ATP-induced calcium, Fluo-8 fluorescence. inhibition, % at 5.6 µM. 330,000 compounds, 0.63% hits. AID 463079;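 active = inhibition above that plate's mean sample inhibition plus 3 SD, cut at about 26% in these data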;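 also: 0% = ATP-challenged DMSO wells and 100% = DMSO wells without ATP; some compounds past the cut are filed as inactive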
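Test system: untransfected parental CHO cell line. Compound: one dose, 5.6 µM nominal. Detection: intracellular calcium via Fluo-8 no-wash fluorescent dye. Measure: % inhibition. Benchmarks: ATP-challenged DMSO wells low, unchallenged DMSO wells high.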
GPR7 antagonist: human neuropeptides B/W receptor 1 antagonism. AID 1861. 290,000 compounds, 1.1% hits. inhibition, % at 4.4 µM. GPR7-expressing cells, fluorescence antagonist assay. P48145; in the data active = inhibition above about 16%, passing the limit was not always enough;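 also: cells stimulated with the agonist NPW; 0% = agonist with vehicle and 100% = vehicle without agonist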
Target sequence (P48145 whole entry, looked up): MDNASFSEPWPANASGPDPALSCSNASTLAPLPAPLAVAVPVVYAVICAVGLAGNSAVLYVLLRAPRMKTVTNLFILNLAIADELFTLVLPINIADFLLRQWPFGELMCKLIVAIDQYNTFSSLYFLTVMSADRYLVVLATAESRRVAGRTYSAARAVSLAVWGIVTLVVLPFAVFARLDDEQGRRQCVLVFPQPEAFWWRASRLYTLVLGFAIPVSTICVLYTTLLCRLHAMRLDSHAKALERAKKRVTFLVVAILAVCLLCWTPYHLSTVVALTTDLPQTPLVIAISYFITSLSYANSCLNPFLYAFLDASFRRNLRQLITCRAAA
OXTR agonist: activates the human oxytocin receptor; CHO-OTR cells, Fluo-8 calcium fluorescence; normalized: DMSO 0%, oxytocin 100%; activation, % at 3 µM; 320,000 compounds, 0.32% hits; AID 2435;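 active = activation above the mean of all tested compounds plus 3 SD, cutoff set per screening run, cut at about 20% in these data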;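 also: peak over basal fluorescence ratio from a 100 s FLIPR kinetic read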
V1aR counter: activates human V1a receptor in oxytocin agonist counter-screen; P37288; 320,000 compounds, 0.25% hits; activation, % at 3 µM; CHO-V1R cells, Fluo-8 calcium fluorescence, agonist mode; 0% DMSO, 100% 3 nM vasopressin;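 active = activation above the mean activation of all tested compounds plus 3 SD, per screening run, cut at about 20% in these data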;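 also: signal is peak over basal fluorescence ratio across a 100 second FLIPR read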
The depositor's hits bear a star; . = not tested or not shown.

Start of the data: the first two compounds as a preview:
entry	SMILES	GPR7 antagonist	OXTR agonist	CHO parental Ca	M1 ag parental	OXTR potentiator	V1aR counter	CHO-K1 Ca PAM	TAAR1 antagonist	CHO-K1 Ca antag
1	O=C(Cc1ccc(Cl)cc1Cl)Nc1cccc(S(=O)(=O)Nc2ccccc2F)c1	-7.4	1.0	-16.1	6.3	-7.4	2.3	20.8	-4.1	-1.7
2	Cc1ccn(CCC(=O)O)n1	-13.1	1.2	-7.3	0.9	-17.8	0.5	23.0	-5.5	-17.1

The whole of this part, previewed entries included:
entry	SMILES	GPR7 antagonist	OXTR agonist	CHO parental Ca	M1 ag parental	OXTR potentiator	V1aR counter	CHO-K1 Ca PAM	TAAR1 antagonist	CHO-K1 Ca antag
1	O=C(Cc1ccc(Cl)cc1Cl)Nc1cccc(S(=O)(=O)Nc2ccccc2F)c1	-7.4	1.0	-16.1	6.3	-7.4	2.3	20.8	-4.1	-1.7
2	Cc1ccn(CCC(=O)O)n1	-13.1	1.2	-7.3	0.9	-17.8	0.5	23.0	-5.5	-17.1
3	O=C(CCN1C(=O)/C(=C\c2cccs2)SC1=S)NC1=NCCS1	-13.2	1.4	-10.6	12.3	-1.5	1.6	15.0	11.3	3.8
4	Cc1nc(-c2ccc(Cl)cc2)sc1C1(C)CC(c2ccccc2Br)=NO1 (stereo unspecified)	.	0.2	-5.4	0.3	-0.8	0.2	-6.8	-13.8	-5.6
5	Cc1ccccc1NC(=S)N(CCN(C)C)C(C)c1ccco1 (stereo unspecified)	-11.6	-0.2	-1.2	-0.2	-8.4	0.3	6.8	-26.2	-0.5
6	CC(C)CNC(=O)COc1ccc(Sc2ccc(OCC(=O)NCC(C)C)cc2)cc1	13.9	9.5	5.3	5.9	-11.0	6.2	6.1	13.9	-2.6
7	CCC(C)NC(=O)CN1C(=O)NC2NC(=O)NC21 (stereo unspecified)	-1.1	0.9	-6.7	0.3	0.6	0.6	5.6	-18.3	2.5
8	Cc1ccc(C(=O)NCC(=O)Nc2ccc3c(c2)OCCO3)cc1	.	0.1	-11.0	0.0	9.5	-1.1	14.2	-2.1	-8.3
9	CCn1c(SCC(=O)c2ccc(O)c(O)c2)nnc1-c1ccc(C)cc1	1.4	-0.8	-18.0	0.6	-1.2	1.9	0.5	-4.2	-5.5
10	O=C(CN1CCN(c2ccccc2)CC1)Nc1ccc2c(c1)OCCO2	-6.4	0.1	-8.2	0.3	2.6	0.8	19.9	-25.0	-9.7
11	COc1cccc(C2=NOC(C(=O)NCc3ccco3)C2)c1 (stereo unspecified)	17.7	-0.1	-6.2	0.1	-0.3	-0.2	-9.2	0.9	-16.2
12	C=CCNC(=O)c1ccc([N+](=O)[O-])c(Cl)c1	-1.3	0.9	-1.7	1.3	-3.4	1.0	12.4	-7.2	-4.5
13	C=CCn1c(SCn2nnc3ccccc3c2=O)nnc1-c1ccc(Br)cc1	3.6	-1.9	-25.0	3.8	-0.8	-1.3	14.5	9.4	-16.9
14	CC1(C)Cc2nc3sc4c(N(CCO)CCO)nnnc4c3cc2CO1	-5.7	1.4	8.6	3.0	-15.7	1.3	8.6	-15.6	8.5
15	O=C(OCc1ccccc1)N(CCF)c1cn(Cc2ccccc2)c(=O)n(Cc2ccccc2)c1=O	.	.	.	1.7	.	.	7.9	-8.4	-12.0
16	O=C(CCN1C(=O)/C(=C/c2ccccc2)SC1=S)N1CCCCCC1	3.6	3.2	-11.1	4.8	-15.2	2.7	-8.2	-6.0	-14.5
17	CCOC(=O)c1nn2c(C(F)(F)F)cc(-c3ccc(OC)cc3)nc2c1Br	-17.1	-1.3	-11.9	0.3	-4.1	-0.7	17.8	-17.1	-4.5
18	O=C(CNC(=O)c1ccc2ccccc2c1)OCC(=O)N1CCN(S(=O)(=O)c2ccc3ccccc3c2)CC1	-6.3	0.8	-6.3	4.9	-12.8	2.5	22.4	13.5	-3.6
19	COc1ccc(NC(=O)NCCc2c[nH]c3ccccc23)c(OC)c1	14.3	.	.	1.2	.	.	14.3	-9.2	-0.6
20	Cn1c(N2CCN(C(=O)Nc3ccc(C(F)(F)F)cc3)CC2)nc2ccccc21	-17.7	2.5	-11.5	2.2	-11.4	4.7	7.0	2.2	-4.5
21	O=C(NC1CCN(C(=S)NCc2ccco2)CC1)c1ccc(F)cc1	-3.4	0.2	2.9	2.7	-0.8	0.9	14.7	-27.3	-18.0
22	Cc1ccccc1OCC(O)Cn1c(N2CCN(c3ccccc3)CC2)nc2c1c(=O)[nH]c(=O)n2C (stereo unspecified)	5.4	-1.0	-3.7	1.0	-8.5	0.5	16.3	4.3	-5.6
23	O=c1c2cn(Cc3ccccc3)c3ccccc3c-2nn1Cc1ccc(F)cc1Cl	10.0	.	.	0.5	.	.	-2.2	4.4	-9.2
24	COC(=O)c1c(S(C)(=O)=O)nc(-c2ccccc2)[nH]c1=O	-3.2	-1.0	-1.7	0.3	-2.6	0.0	11.8	-4.1	-2.9
25	N=c1n(CCN2CCCCC2)c2ccccc2n1CC(O)COc1ccccc1 (stereo unspecified)	39.7*	2.7	-10.4	0.6	-10.7	0.2	11.6	1.7	-6.2
26	CCOC(=O)N1CCN(C(=O)c2cn(CC)c3ccc(S(=O)(=O)N4CCCC4)cc3c2=O)CC1	0.8	0.7	2.7	-0.1	0.2	-0.8	19.2	-6.3	-12.4
27	Cc1ccc(N2CCN(S(=O)(=O)c3ccc4oc(=O)ccc4c3)CC2)cc1Cl	-10.2	0.7	5.9	0.3	-6.4	0.2	13.4	19.4	-10.6
28	Cc1ccc(O)c(Nc2ncnc3ccccc23)c1	7.0	0.2	-6.1	0.8	-9.5	3.0	0.1	8.4	3.5
29	CC(C)CNC(=S)NNC(=O)c1csc2ccccc12	-8.0	1.9	-9.2	0.4	-0.4	1.5	-4.8	9.4	10.2
30	O=C(Nc1cccc(-c2ccc3nncn3n2)c1)C(F)(F)F	-10.2	0.8	-10.7	0.8	-0.9	0.0	4.5	-14.1	-6.6
31	COc1ccc(CN2CCNC(=O)C2CC(=O)NC2CCCCCC2)c(F)c1 (stereo unspecified)	-8.9	-0.1	-25.6	0.2	-7.7	2.1	15.9	-9.2	-11.8
32	CC(C)Cn1c(N)cc(=O)n(C)c1=O	-11.0	0.6	-5.4	0.1	-13.6	0.5	21.9	-11.5	-17.1
33	CCCCNC(=O)Nc1ccccc1CC	-2.3	-1.4	-9.6	3.3	-7.6	0.0	-12.8	-12.7	-0.6
34	COc1ccc(-c2csc(C(C)(O)c3cccnc3)n2)cc1 (stereo unspecified)	.	.	.	7.8	.	.	9.2	24.4	-3.7
35	CSc1ccccc1OCc1cc(C(=O)NC(C)CCn2cccn2)no1 (stereo unspecified)	-6.1	0.0	-4.5	1.4	-10.7	0.0	11.3	-22.5	-7.8
36	Cc1nc(C(F)(F)F)ccc1C(=O)N1CCCC(C(=O)O)CC1 (stereo unspecified)	.	.	.	0.2	.	.	3.7	-10.2	-10.0
37	COc1ccc(CNCCCn2cnc3c(OCc4ccccc4)ncnc32)cc1	.	.	.	1.6	.	.	22.4	-30.8	-14.8
38	CCOC(=O)N1CCN(C(=O)C2CCC(CNS(=O)(=O)c3ccc(Cl)cc3)CC2)CC1 (stereo unspecified)	-3.9	0.2	-11.2	-0.3	-6.0	0.8	0.4	-13.2	4.2
39	Fc1ccc(-c2nc3ccc(Br)cn3c2Cc2ccsc2)cc1	.	.	.	-0.3	.	.	7.7	-7.6	-7.3
40	CCOC(=O)N1CCC(=NNC(=O)COc2cccc(C)c2)CC1	-6.0	-1.1	7.3	1.8	-7.7	-0.1	20.9	-31.5	-2.0

GPR7 antagonist: entries above that show a hit.
cpd	SMILES	GPR7 antagonist	OXTR potentiator	TAAR1 antagonist
25	N=c1n(CCN2CCCCC2)c2ccccc2n1CC(O)COc1ccccc1 (stereo unspecified)	39.7*	-10.7	1.7

The listing continues.
entry	SMILES	GPR7 antagonist	OXTR agonist	CHO parental Ca	M1 ag parental	OXTR potentiator	V1aR counter	CHO-K1 Ca PAM	TAAR1 antagonist	CHO-K1 Ca antag
41	CCOC(=O)C1C(=O)C=C(c2ccc(OC)cc2)CC1c1ccco1 (stereo unspecified)	-7.1	-1.7	-13.5	2.1	-16.1	-0.6	10.1	2.0	-9.2
42	CC1CC(C)(C)NC(=S)N1CCCC(=O)Nc1ccc(Cl)cc1 (stereo unspecified)	2.2	-1.5	-14.5	0.8	2.9	-0.6	25.1	-4.1	-6.6
43	COc1ccc(NC(=O)c2sc(=O)n(Cc3ccc4ccccc4c3)c2C)cc1OC	.	.	.	0.4	.	.	14.3	0.6	-4.7
44	CC(=O)Nc1ccc(C(=O)NCC(=O)OCc2c(F)cccc2Cl)cc1	-1.7	2.2	-17.5	0.5	-1.9	4.3	-6.3	-3.3	10.8
45	CSc1ccccc1C(=O)C1CCCN(Cc2cnn(-c3ccccc3)c2)C1 (stereo unspecified)	6.6	1.8	-15.9	0.5	-2.8	1.1	4.6	6.3	4.7
46	COCCN1CCN(c2cc(-c3ccccc3)nc3cc(-c4cccc(F)c4)nn23)CC1	-2.7	2.7	-8.1	1.8	-8.2	2.4	9.2	47.4	2.9
47	O=C(Cc1ccc(Cl)c(Cl)c1)NNC(=S)NCC1CCCO1 (stereo unspecified)	2.7	.	.	0.0	.	.	7.7	-2.6	-9.3
48	CCNC(=O)C1(C)CCN1C(=O)Cc1ccc(C(C)C)cc1 (stereo unspecified)	.	.	.	0.6	.	.	-9.7	-19.7	4.2

Only CHO-K1 Ca antag (4 entries from above):
no. | SMILES | CHO-K1 Ca antag
8 | Cc1ccc(C(=O)NCC(=O)Nc2ccc3c(c2)OCCO3)cc1 | -8.3
16 | O=C(CCN1C(=O)/C(=C/c2ccccc2)SC1=S)N1CCCCCC1 | -14.5
17 | CCOC(=O)c1nn2c(C(F)(F)F)cc(-c3ccc(OC)cc3)nc2c1Br | -4.5
40 | CCOC(=O)N1CCC(=NNC(=O)COc2cccc(C)c2)CC1 | -2.0

(more compounds)
entry	SMILES	GPR7 antagonist	OXTR agonist	CHO parental Ca	M1 ag parental	OXTR potentiator	V1aR counter	CHO-K1 Ca PAM	TAAR1 antagonist	CHO-K1 Ca antag
49	CCCn1c(SCC(=O)Nc2cccc(C)n2)nc2c1c(=O)n(C)c(=O)n2C	3.5	-0.1	-8.2	0.4	-3.5	-0.9	10.4	5.1	-5.5
50	COC(=O)CC(c1ccc(OC)c(OC)c1)c1ccc(OC)c(OC)c1	-1.3	1.3	-9.7	0.7	-6.9	-0.1	7.7	-2.3	-12.1
51	Cn1c(O)c(N=Nc2ccc(F)cc2)c2ccccc21	-3.9	-1.6	-13.0	0.1	-4.5	-0.1	-10.5	0.8	14.5
52	CC(=O)c1sc(NCc2ccc(C)cc2)nc1C	-10.7	1.1	-14.8	1.4	1.0	1.5	0.8	10.1	-10.6
